CCR6 antagonist – blocks CCL20-driven beta-arrestin recruitment at human CCR6. P51684. CHO-K1 CCR6 PathHunter beta-arrestin, luminescence, CCL20-stimulated. inhibition, % at 20 µM. 0.49% of 340,000 active. AID 493098;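 active = compounds whose inhibition of the agonist-driven luminescence signal at 20 µM reaches about 50%, limit read from the data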;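 also: cells stimulated with CCL20 at 14 nM final; plate controls were DMSO with CCL20 for no effect and DMSO without agonist for full effect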
Target sequence (P51684 whole entry, looked up): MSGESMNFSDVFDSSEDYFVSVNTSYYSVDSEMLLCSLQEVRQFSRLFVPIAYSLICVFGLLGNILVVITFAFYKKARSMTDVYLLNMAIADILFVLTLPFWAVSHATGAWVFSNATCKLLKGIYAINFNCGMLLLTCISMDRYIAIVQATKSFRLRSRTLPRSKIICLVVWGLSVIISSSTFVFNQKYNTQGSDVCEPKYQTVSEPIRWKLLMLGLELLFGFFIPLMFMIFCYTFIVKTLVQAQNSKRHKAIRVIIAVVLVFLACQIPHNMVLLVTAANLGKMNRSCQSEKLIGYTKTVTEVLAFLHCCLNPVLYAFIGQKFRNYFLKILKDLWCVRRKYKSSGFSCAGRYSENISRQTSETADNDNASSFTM
APJ antag – blocks the human apelin receptor APJ; inhibition, % at 20 µM; 0.32% of 330,000 active; CHO-K1 APJ beta-arrestin complementation, luminescence; AID 2521; P35414;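 active = inhibition above about 40% at 20 µM, limit read from the data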;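 also: cells challenged with 10 nM apelin-13 agonist together with compound; plate controls were apelin-13 plus DMSO wells for no effect and DMSO wells lacking apelin-13 for full effect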
APJ agonist – activates the human apelin receptor APJ | activation, % at 20 µM | AID 2520 | CHO-K1 APJ PathHunter beta-arrestin, luminescence; 0% DMSO wells, 100% apelin | P35414 | 0.11% of 330,000 active;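 active = activation more than six SD over the plate average, tested at 20 µM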;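 also: 0% = DMSO alone and 100% = apelin-13 at 10 nM; some results filed as inactive read as strong as hits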
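system = engineered CHO-K1 APJ arrestin reporter cells | input = 1000 cells per well | timing = overnight seeding, 90 min compound at 25 °C, 1 h detection | measured by = enzyme-fragment complementation luminescence | read-out = beta-arrestin recruitment to APJ as agonist activity, luminescent signal | control set = negative DMSO alone, positive Apelin-13 at 10 nM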
EBI2 block – antagonists of human EBI2 receptor; P32249; EBI2 beta-arrestin recruitment, luminescence, 7a,25-OHC stimulated; inhibition, % at 5 µM; 0.81% of 360,000 active; in the data active = inhibition above about 38%;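 also: enzyme fragment complementation signal reports receptor beta-arrestin coupling in cells; 0% = agonist plus DMSO wells and 100% = wells without agonist; some results beyond the cut were filed as inactive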
ATG4B inh – blocks human ATG4B protease cleavage of LC3 substrate | Q9Y4P1 | inhibition, % at 8.33 µM | 0.51% of 340,000 active | ATG4B cleavage of LC3-PLA2, NBD-HPC fluorescence, 1 h; in the data active = inhibition above about 40%
Target sequence (Q9Y4P1 whole entry, looked up): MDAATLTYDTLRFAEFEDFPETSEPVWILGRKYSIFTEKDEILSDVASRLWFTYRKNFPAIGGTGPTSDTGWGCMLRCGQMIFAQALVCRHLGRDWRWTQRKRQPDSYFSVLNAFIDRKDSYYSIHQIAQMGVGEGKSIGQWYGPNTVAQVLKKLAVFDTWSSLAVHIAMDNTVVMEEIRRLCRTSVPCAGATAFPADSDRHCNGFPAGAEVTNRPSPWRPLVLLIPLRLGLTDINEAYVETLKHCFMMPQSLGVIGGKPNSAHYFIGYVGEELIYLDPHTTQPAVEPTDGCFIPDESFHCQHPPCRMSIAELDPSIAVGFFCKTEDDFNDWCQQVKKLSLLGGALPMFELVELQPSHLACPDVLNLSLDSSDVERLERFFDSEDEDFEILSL
UBC13 polyUb – inhibitors of human UBC13 polyubiquitin chain formation. inhibition, % at 20 µM. P61088. TR-FRET. 0.47% of 330,000 active; in the data active = inhibition above about 45%, passing the limit was not always enough; inconclusive = no clear call, values can overlap the other calls
Target sequence (P61088 whole entry, looked up): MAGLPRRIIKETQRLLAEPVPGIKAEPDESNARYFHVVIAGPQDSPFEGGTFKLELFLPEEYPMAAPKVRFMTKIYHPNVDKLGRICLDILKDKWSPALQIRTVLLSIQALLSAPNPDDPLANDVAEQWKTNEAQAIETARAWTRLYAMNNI
Gli-Sufu block – blocks Gli-Sufu signaling in a luciferase reporter; inhibition, % at 5 µM; 0.74% of 340,000 active; Sufu-KO-LIGHT fibroblasts, Gli luciferase reporter luminescence;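 active = inhibition above about 55%, limit read from the data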;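 also: 0% = DMSO-treated cells and 100% = wells with medium but no cells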
CXCR6 inh – CXCR6 (human) receptor inhibition | inhibition, % at 20 µM | 0.36% of 360,000 active | O00574 | CHO-K1 PathHunter CXCR6 beta-arrestin, luminescence; in the data active = inhibition above about 34%, passing the limit was not always enough;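 also: antagonist mode with CXCL16 agonist at 10 nM final; 0% = 10 nM CXCL16 with DMSO and 100% = unstimulated wells without agonist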
* = called active by the depositor; ? = inconclusive; . = not tested or not shown. The order is random (roughly 3% active in at least one column).

Structure	CCR6 antagonist	APJ antag	APJ agonist	EBI2 block	ATG4B inh	UBC13 polyUb	Gli-Sufu block	CXCR6 inh
Cc1cccc(CS(=O)(=O)Cc2ccc(C(=O)NCc3ccccc3)o2)c1	1	13	-3	3	-11	11	4	-3
Cc1ccnc(SCc2cc(=O)c(OC(=O)c3ccc(Br)o3)co2)n1	23	-27	-2	3	4	2	-2	-3
O=C(NCc1ccncc1)C1CCN(C(=O)c2cccc(Cl)c2)CC1	-4	16	-3	-2	-5	-4	20	-5
CC(=O)c1cccc(NC(=S)NNC(=O)c2ccc(C)c([N+](=O)[O-])c2)c1	31	18	-7	-5	14	-25	-15	19
O=c1c2ccccc2c(C=Nc2ccc(O)cc2)c(O)n1-c1nccs1	17	-10	-2	.	-17	-7	17	.
O=C1CC(N2CCN(S(=O)(=O)c3ccccc3)CC2)C(=O)N1c1ccccc1 (stereo unspecified)	3	-1	-1	-5	-15	-12	2	-11
CC1(C)CC(=O)C(Sc2ccc(Br)cc2)=C(O)C1	-10	1	-1	-9	3	8	-1	-5
CCN(CC)S(=O)(=O)c1ccc2c(c1)nc(CCC(=O)O)n2CC	6	-6	4	-1	-3	-3	2	7
CC(Sc1sc(=S)sc1SC(C)C(=O)O)C(=O)O (stereo unspecified)	24	19	-1	-4	13	-5	-4	2
O=C(Nc1ccccc1)c1ccc(-c2ccc(F)cc2)s1	-7	-2	-4	-3	-2	13	-14	4
Cc1ccc2c(c1)S(=O)(=O)c1ccc3ccccc3c1N2	-1	.	.	-9	4	.	4	-11
COc1ccc(NC(=O)C(CC(=O)O)Cc2ccccc2)cc1 (stereo unspecified)	-4	10	-2	2	-2	-3	-4	2
COc1ccc2c(Cl)c(C(=O)NCCCn3ccnc3)sc2c1Cl	-2	-4	-4	3	1	3	-3	13
COc1ccc([C@H]2CC(=O)C=C(c3cc(C(F)(F)F)cc(C(F)(F)F)c3)C2)cc1	1	2	-3	35	-3	-7	0	2
CCOC(=O)N1CCC(NC(=O)c2cnn3cccnc23)CC1	-12	4	-2	-7	-6	4	-11	2
Fc1ccc(-c2nc3c(-c4ccc(Cl)cc4)cnn3cc2CCN2CCOCC2)cc1	14	21	-2	13	-8	-7	21	4
O=C(O)Cn1c(=O)c(-c2ccccc2)nc2ccccc21	10	-1	-2	2	0	28	-1	4
O=C(Cn1cnc2c(nnn2Cc2ccccc2)c1=O)c1ccccc1	9	15	4	-1	-1	0	1	4
COc1ccc(NC(=S)N2CCC(N(C)CCN3CCOCC3)CC2)cc1	-1	-13	0	12	-5	-13	-4	-1
COc1ccc(-n2c(SCC(=O)N3CCOCC3)nc3ccccc3c2=O)cc1	11	2	-5	4	-3	?	-17	2

Arranged by the number under APJ antag (falling): 3 of the compounds above
mol,APJ antag
O=C(Cn1cnc2c(nnn2Cc2ccccc2)c1=O)c1ccccc1,15
CCN(CC)S(=O)(=O)c1ccc2c(c1)nc(CCC(=O)O)n2CC,-6
Cc1ccnc(SCc2cc(=O)c(OC(=O)c3ccc(Br)o3)co2)n1,-27

The main list resumes; the 6 compounds before the break are reprinted first.
Structure	CCR6 antagonist	APJ antag	APJ agonist	EBI2 block	ATG4B inh	UBC13 polyUb	Gli-Sufu block	CXCR6 inh
CCOC(=O)N1CCC(NC(=O)c2cnn3cccnc23)CC1	-12	4	-2	-7	-6	4	-11	2
Fc1ccc(-c2nc3c(-c4ccc(Cl)cc4)cnn3cc2CCN2CCOCC2)cc1	14	21	-2	13	-8	-7	21	4
O=C(O)Cn1c(=O)c(-c2ccccc2)nc2ccccc21	10	-1	-2	2	0	28	-1	4
O=C(Cn1cnc2c(nnn2Cc2ccccc2)c1=O)c1ccccc1	9	15	4	-1	-1	0	1	4
COc1ccc(NC(=S)N2CCC(N(C)CCN3CCOCC3)CC2)cc1	-1	-13	0	12	-5	-13	-4	-1
COc1ccc(-n2c(SCC(=O)N3CCOCC3)nc3ccccc3c2=O)cc1	11	2	-5	4	-3	?	-17	2
NS(=O)(=O)c1cc(C(=O)O)cc(N2CCCC2)c1Oc1ccccc1	-10	2	-3	-6	-6	-4	3	-1
Cc1cccc(Sc2c(C=O)c3ccccc3n2C)c1	1	7	-3	28	6	37	-38	11
Cc1ccnc(NC(=O)c2cccc(OC(F)F)c2)n1	1	7	-2	6	-4	0	.	0
O=C(COC(=O)c1ccc([N+](=O)[O-])s1)NC(c1ccccc1)c1ccccc1	15	0	9	-3	-38	-1	-1	-10
CCn1c(=O)c2ccccc2n(CC(=O)NCCC2=CCCCC2)c1=O	-3	9	-2	1	4	9	-22	4
N[C@@H](Cc1ccccc1)C(=O)N1CCC(C(=O)N[C@@H](Cc2c[nH]c3ccccc23)C(=O)O)CC1	-1	8	0	5	-10	-5	9	-1
c1ccc2c(c1)[nH]c1ccncc12	0	6	-3	0	-7	8	-5	-7
CCOC(=O)CC1(NC(=O)c2cc(COc3ccc(F)c(F)c3)on2)CCCCC1	10	-13	2	6	3	-2	14	-7
COc1ccc(/C=C(\NC(=O)c2ccco2)C(=O)N2CCCCC2)cc1	16	14	2	-3	-6	2	22	-6
N#C/C(=C\C=C\c1ccccc1)C(=O)N1CCCC1	10	15	-2	-5	2	4	-11	4
Cc1ccc(NC2=C(Cl)C(=O)OC2OC(C)C)c(C)c1 (stereo unspecified)	5	4	-4	-5	2	-7	14	0
CCOc1ccc(-n2c(=O)c3sccc3n(CC(=O)NCCc3ccc(OC)c(OC)c3)c2=O)cc1	10	7	-3	-11	3	10	-2	-2
CN(CC(=O)Nc1ccc(Cl)c(C(F)(F)F)c1)C(=O)C1CSC2(C)CCC(=O)N12 (stereo unspecified)	4	17	-4	5	-2	-19	1	-2
O=c1[nH]cccc1-c1nc2ccccc2n1Cc1cccc(Cl)c1	12	20	-5	-6	-6	14	-9	4
COc1cc([C@@H]2[C@H]3CNCC=C3C(C#N)=C(N)C2(C#N)C#N)ccc1OC(C)C	-1	-2	0	-2	0	-1	2	6
O=C(NNC(=O)c1cc(Cl)ccc1[N+](=O)[O-])c1csc(N2CCOCC2)n1	-3	-4	-2	-3	-1	-6	0	2
O=C1NCCNC1c1ccccc1 (stereo unspecified)	9	.	.	3	4	.	6	1
CN(CC(=O)Nc1cccc(F)c1)CC(=O)Nc1cccc2ccccc12	9	-10	-1	-8	-11	30	-4	-13
CC(CO)(CO)NC(=O)c1ccc(=O)[nH]n1	-5	-3	-2	-7	-5	4	2	-4
CN(C(=O)COC(=O)COc1ccc(Cl)cc1Cl)c1c(N)n(Cc2ccccc2)c(=O)[nH]c1=O	1	10	1	1	0	0	-14	-3

Part of the list above, showing only ATG4B inh, APJ antag and CXCR6 inh.
molecule,ATG4B inh,APJ antag,CXCR6 inh
CN(CC(=O)Nc1ccc(Cl)c(C(F)(F)F)c1)C(=O)C1CSC2(C)CCC(=O)N12 (stereo unspecified),-2,17,-2
O=c1[nH]cccc1-c1nc2ccccc2n1Cc1cccc(Cl)c1,-6,20,4
COc1cc([C@@H]2[C@H]3CNCC=C3C(C#N)=C(N)C2(C#N)C#N)ccc1OC(C)C,0,-2,6

Of the compounds above, these have a cyano group.
Structure	CCR6 antagonist	APJ antag	APJ agonist	EBI2 block	ATG4B inh	UBC13 polyUb	Gli-Sufu block	CXCR6 inh
N#C/C(=C\C=C\c1ccccc1)C(=O)N1CCCC1	10	15	-2	-5	2	4	-11	4
COc1cc([C@@H]2[C@H]3CNCC=C3C(C#N)=C(N)C2(C#N)C#N)ccc1OC(C)C	-1	-2	0	-2	0	-1	2	6

(further entries)
Structure	CCR6 antagonist	APJ antag	APJ agonist	EBI2 block	ATG4B inh	UBC13 polyUb	Gli-Sufu block	CXCR6 inh
O=C1C(Cc2ccc(O)cc2)NC(=S)N1C1CCCCC1 (stereo unspecified)	-6	-4	-5	2	7	20	16	-1
O=C(O)c1ccccc1Nc1ccc([N+](=O)[O-])cc1	24	.	.	4	10	.	-18	5
c1ccc2c(NCC3CCCO3)nc(-c3ccncc3)nc2c1 (stereo unspecified)	2	-28	1	-2	-12	0	9	-2
COc1cccc(CC2(CO)CCCN(Cc3cn[nH]c3-c3cc(C)ccc3C)C2)c1 (stereo unspecified)	6	10	-5	-8	-11	13	15	-2
Cc1ccc(NC(=O)C23CCC(C)(C(=O)[C@H]2Br)C3(C)C)cc1 (stereo partly specified)	4	15	1	4	-12	2	6	-18
Clc1ccc(-c2nnc3n2CCCCC3)cc1	6	-16	1	-1	4	-12	-5	-3
CC1(C)CCCN(C(=O)c2ccc3c(c2NCCO)C(=O)c2ccccc2C3=O)C1	22	-12	-1	38*	68*	-344	4	0
CC(C)(C)c1ccc(C(=O)Nc2ccccc2Cl)cc1	-1	-3	-3	10	45*	-1	-137	3
Cn1cc(C[C@H](NC(=O)OC(C)(C)C)C(=O)N[C@H](CO)Cc2ccccc2)c2ccccc21	14	-7	-9	5	-5	-5	3	18
O=C(NCC1CCN(C(=O)c2ccc([N+](=O)[O-])cc2)CC1)c1ccc([N+](=O)[O-])cc1	-14	-11	2	-2	-1	5	7	6
CC1CN(S(=O)(=O)c2ccc(C(=O)Nc3nnc(-c4ccc5c(c4)CCCC5)o3)cc2)CC(C)O1 (stereo unspecified)	21	1	-1	4	0	-85	3	11
CCOC(=O)C1CCN(C(=O)NS(=O)(=O)c2ccc(C)cc2)CC1	15	-33	2	0	-6	-4	-6	2
CC12CCCCC1=CC(=O)CC2 (stereo unspecified)	3	.	.	-11	-4	.	1	6
CC1CN(C2CCN(S(=O)(=O)Cc3ccccc3)CC2)CC(C)O1 (stereo unspecified)	-22	9	-2	-7	-3	5	10	6
NC(=O)c1cc2ccccc2o/c1=N\NC(=O)c1ccncc1	-2	2	-1	7	-2	-10	2	7
COc1ccc(-n2c(SCCC(=O)O)nnc2-c2ccncc2)cc1	-5	13	-2	-7	1	4	-2	3

Assay outcomes deposited in PubChem by Sanford-Burnham Center for Chemical Genomics.
